High-throughput results (PubChem)
TcdB inh: TcdB glycohydrolase inhibitors, primary screen, biochemical, single point, plate reader; AID 652162, 2013; inhibition, % at 9.99 µM; Toxin B (Clostridioides difficile), P18177; TcdB glycohydrolase enzymatic assay; actives 0.24% (n = 350,000); in the data active = inhibition above about 10%
MazF activator: activators of E. coli MazEF toxin-antitoxin RNase, primary screen, biochemical, fluorescence, uHTS. Endoribonuclease toxin MazF (Escherichia coli (strain K12)), P0AE70. FAM/BHQ RNA-DNA oligo cleavage fluorescence, 5 h. activation, % at 20 µM. actives 0.32% (n = 350,000); in the data active = activation above about 50%
BH1578 lux ind: inducers of Vibrio cholerae quorum light production without autoinducers, primary screen, BH1578 luxS cqsA deficient, single point; V. cholerae BH1578 lux reporter, luminescence, 6 h; activation, % at 18.7 µM; actives 0.16% (n = 350,000); in the data active = activation mostly above about 9.7%, no sharp cut-off; note: not every result past the cut was called active; inactives centre near 0; reference of the scale not given here
SARS 3CLpro inh: SARS-CoV 3CLpro protease inhibitors, primary screen, biochemical, quenched FRET | Replicase polyprotein 1ab (Severe acute respiratory syndrome coronavirus), P0C6X7 | recombinant SARS-CoV 3CLpro, quenched FRET peptide cleavage | inhibition, % at 6 µM | actives 0.14% (n = 290,000); in the data active = inhibition above about 12%
Anthrax LF prot: Bacillus anthracis LF protease inhibitors, primary screen, biochemical, multiplex microsphere, MLPCN library; Lethal factor (Bacillus anthracis), P15917; multiplex microsphere protease cleavage assay; inhibition, % at 10 µM; actives 0.12% (n = 360,000); AID 588501, 2011; in the data active = inhibition above about 30%; note: plate controls were buffer without enzyme for full effect and enzyme alone for no effect
SSB-PriA inh: inhibitors of Klebsiella pneumoniae PriA binding to SSB C-terminal tail, primary screen, biochemical, AlphaScreen; inhibition, % at 33 µM; AID 1272365, 2023; actives 0.6% (n = 430,000); AlphaScreen SSBct-PriA binding, biotinylated peptide; in the data active = inhibition mostly above about 37%, no sharp cut-off; inactive = mostly below about 20%;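 note: plate controls were negative control peptide for no effect and reference peptide for full effect; strong numbers were not always called active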
Rv3671c protease: Rv3671c serine protease inhibitors, primary screen, biochemical, fluorescence polarization, M. tuberculosis H37Rv | P9WHR9 | inhibition, % at 5.96 µM | actives 0.048% (n = 320,000) | AID 2606, 2010; in the data active = inhibition above about 38%;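 note: extracellular domain of Rv3671c used as enzyme; 0% = enzyme with DMSO and 100% = no enzyme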
DUSP3 inh: VHR1 phosphatase inhibitors, primary screen, biochemical, absorbance, uHTS | inhibition, % at 13.3 µM | actives 0.52% (n = 290,000) | recombinant VHR phosphatase, pNPP absorbance | AID 1654, 2009 | Dual specificity protein phosphatase 3 (Homo sapiens), P51452; in the data active = inhibition above about 50%; note: some compounds called inactive have numbers as strong as hits
PfHsp40 yeast: rescue of yeast from PfHsp40 toxicity, primary screen, S. cerevisiae, ATP luminescence | S. cerevisiae expressing PfHsp40, growth rescue | growth rescue, % at 12.5 µM | actives 0.68% (n = 340,000) | AID 504582, 2011; in the data active = growth rescue above about 28%, passing the limit was not always enough;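 note: yeast W303a lacking pdr1 and pdr3 grown in galactose medium; growth measured after three days at 30 °C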
Yp Topo-I inh: Yersinia pestis topoisomerase I inhibitors, primary screen, biochemical, cleavage product accumulation, plate reader, single point | Y. pestis Topo-I cleavage product accumulation | DNA topoisomerase I (Yersinia pestis CO92) | activity, % at 10 µM | actives 0.064% (n = 360,000); in the data active = activity above about 50%, passing the limit was not always enough; note: inactives centre near 2
* = called active by the depositor; i = inactive; x = no result given.

SMILES | TcdB inh | MazF activator | BH1578 lux ind | SARS 3CLpro inh | Anthrax LF prot | SSB-PriA inh | Rv3671c protease | DUSP3 inh | PfHsp40 yeast | Yp Topo-I inh
Cc1ccc(S(=O)(=O)N2CC(=O)Nc3ccccc32)cc1 | 2.7 | 4.6 | -0.5 | -7.2 | -4.9 | -19.3 | 0.2 | -6.4 | -0.1 | 8.2
COc1cc(Cl)c(C)cc1NC(=O)Cc1cccs1 | 0.7 | -4.0 | -0.3 | 2.3 | -17.1 | -6.6 | 1.6 | 12.2 | -0.5 | 15.3
Cc1ccc(/C=C2\C(=O)NC(=O)N(Cc3ccccc3Cl)C2=O)o1 | -0.1 | -1.6 | -0.1 | 2.1 | -0.4 | -6.0 | -2.5 | 13.6 | -0.1 | 5.3
O=C(c1ccco1)N1N=C(c2ccccc2O)CC1c1cccs1 (stereo unspecified) | 1.2 | -2.8 | -0.4 | x | -5.4 | -8.0 | x | x | x | 20.8
CC1CN(C(=O)N[C@@H](Cc2ccccc2)C(=O)O)CC(C)O1 (stereo partly specified) | x | -1.8 | -12.5 | 2.2 | 0.7 | -1.4 | 5.4 | 6.7 | -0.9 | -9.2
CN(C)CCOC1c2ccccc2C=Cc2ccccc21 | 1.1 | -0.4 | x | x | x | -9.3 | -1.3 | x | x | x
Cc1ccc(C(=O)C[n+]2ccccc2)cc1 | 1.3 | 1.6 | -7.7 | 1.4 | 1.7 | -1.4 | x | 8.8 | -0.3 | 5.5
COc1ccccc1CNC(=O)Cn1cc(Br)ccc1=O | -0.8 | 0.1 | -3.8 | 4.8 | -6.6 | 5.4 | -3.5 | 11.8 | 0.4 | 0.7
COc1cc2c(cc1OC)C(c1cc(Br)ccc1O)N(C(C)=O)CC2 (stereo unspecified) | -0.3 | 4.9 | i | x | -3.0 | -19.0 | -0.2 | x | -0.8 | -0.9
NS(=O)(=O)c1ccc(NC(=O)COC(=O)c2cn(-c3ccccc3)nc2-c2ccccc2)cc1 | 0.5 | -7.5 | -0.4 | 1.8 | -5.8 | -0.4 | -39.9 | 19.1 | 1.9 | -13.1
C#CCOCCOCCOCCNc1nc(N2CCN(C(=O)Cn3cc(CCCCN)nn3)CC2)nc(N2CCN(C(=O)[C@H]([C@@H](C)CC)n3cc(CCCCN)nn3)CC2)n1 | 0.3 | 13.4 | i | x | -4.5 | -6.7 | -9.6 | x | -1.5 | 1.9
O=C(C1=NN[C@@H]2C(=O)N(c3ccccc3C(F)(F)F)C(=O)[C@H]12)C(c1ccccc1)c1ccccc1 | x | 0.2 | i | 2.3 | -0.2 | 4.2 | 4.8 | 17.7 | 2.2 | -1.7
CCN(c1cccc(C)c1)S(=O)(=O)c1ccc(-c2cc(C)no2)s1 | 0.2 | -4.3 | -0.3 | -2.7 | -1.7 | -32.9 | -13.7 | 25.3 | 3.5 | 46.5
Cc1ccc(C)c(Cn2nnc3c(=O)[nH]c(C4CCN(S(=O)(=O)c5ccc(S(=O)(=O)N(C)C)cc5)CC4)nc32)c1 | 1.5 | 1.8 | -0.5 | 5.7 | 0.8 | -14.5 | -14.4 | 11.8 | -0.6 | 15.0
Cc1ccc(-c2cc(C(=O)Nc3cc(C)on3)no2)cc1 | -0.2 | -11.6 | -0.1 | 1.7 | -2.2 | -10.9 | 3.8 | 24.5 | -0.8 | 1.1
CCCn1nnc(NC(=S)NC(=O)/C=C/c2ccco2)n1 | -0.5 | 3.2 | -0.5 | -2.6 | 6.2 | 1.9 | 13.2 | 3.8 | 1.5 | 6.3
CCCCNC(=O)Cn1nc(C)c(S(=O)(=O)N2CCOCC2)c1C | -1.5 | 6.3 | i | x | 1.8 | -14.8 | 5.7 | x | 0.1 | 0.8
COc1ccc(/C=C/C(=O)N2CCN(c3ccccc3)CC2)cc1S(=O)(=O)N1CCOCC1 | 0.8 | 6.2 | -0.3 | 0.4 | 0.1 | -3.2 | 6.2 | 24.2 | -1.0 | 25.0
CC(NC(=O)c1ccccc1F)c1nnc(SCC(=O)NC2CCCCC2)n1C (stereo unspecified) | 0.7 | 1.8 | -0.2 | 0.3 | 2.7 | -1.9 | 2.0 | 0.0 | 1.4 | 0.8
COCCCNC(=O)c1cn(-c2cccc(OC)c2)c(=O)c2ccccc12 | 2.1 | -17.1 | i | 2.7 | -4.7 | -3.7 | -8.1 | -16.2 | -0.5 | -0.3
CCC1SC2=NC(C)=C(C(=O)OCC(C)C)C(/C=C/c3ccccc3OC)N2C1=O (stereo unspecified) | x | -10.5 | 0.3 | 3.3 | -2.9 | 0.4 | -9.6 | 10.3 | 0.1 | 3.3
Cc1noc(NS(=O)(=O)c2ccc(NC(=O)CSc3nnc(-c4ccccc4)n3C3CCCCC3)cc2)c1C | -2.9 | -6.5 | -0.2 | 0.4 | -4.0 | 0.0 | 5.3 | 0.3 | -0.4 | 15.7
CCn1c(SCC(=O)O)nnc1-c1ccc(S(=O)(=O)N2CCCC2)cc1 | 0.9 | -3.1 | -0.2 | -1.5 | 0.1 | -11.0 | 3.3 | 3.0 | 5.9 | 0.8
COC(=O)c1c(C(=O)OC)c(-c2cccc(F)c2)n2c1CS(=O)C2 (stereo unspecified) | -1.2 | 5.4 | -10.0 | 4.6 | -6.3 | -12.5 | -6.3 | 19.7 | -0.9 | 2.9
FC(F)(F)c1cc(-c2ccccc2)nc2ncnn12 | 0.7 | 2.0 | i | 0.5 | -2.7 | -0.1 | 1.6 | 35.2 | -0.3 | -0.5
O=C(COC(=O)[C@@H]1CCCN1S(=O)(=O)c1ccc(Cl)cc1)NC1CCS(=O)(=O)C1 (stereo partly specified) | -1.0 | -2.7 | -0.3 | x | 2.2 | -3.7 | -11.8 | x | -0.3 | 2.8
COc1ccc(S(=O)(=O)N(C)C[C@H]2Oc3ccc(NC(=O)Cc4ccccc4)cc3C(=O)N([C@H](C)CO)C[C@@H]2C)cc1 | 0.9 | 6.9 | i | x | -4.7 | 8.5 | -5.5 | x | 2.7 | 10.2
O=C(CN1CCSCC1)N/N=C/c1ccc(F)cc1 | 1.0 | -0.8 | i | 4.5 | -4.2 | x | 1.6 | 6.4 | -1.3 | 6.1
CCOC(=O)CC1COCCN1C(=O)CCc1nnc(-c2ccsc2)o1 (stereo unspecified) | 0.1 | 9.1 | -0.2 | 1.1 | -0.6 | -4.3 | -8.6 | -9.2 | -0.4 | 1.5
CC1CCN(C(=O)c2cc(S(=O)(=O)N3CCOCC3)ccc2N2CCCC2)CC1 | 0.4 | -5.9 | 0.6 | x | -10.2 | 2.3 | 0.9 | x | -1.5 | 2.9
CCCc1cc2c(cc1NC(=O)c1ccccc1F)OCO2 | x | 2.2 | i | -5.9 | 1.5 | -4.1 | 5.6 | -8.5 | 0.8 | -3.9
CCN(Cc1cn2cccnc2n1)C1CCCCC1 | -0.2 | -1.9 | -0.4 | 1.5 | -1.6 | 13.2 | -2.3 | 6.7 | -0.6 | 0.2
CCCn1c(N)c(C(=O)CSc2n[nH]c(-c3ccc(C)cc3)n2)c(=O)[nH]c1=O | 0.5 | 16.6 | i | x | 0.4 | -6.2 | -35.3 | x | -1.3 | 7.3
COc1ccc(-n2c(SCC(=O)NCc3cccs3)nc3[nH]ncc3c2=O)cc1 | 0.9 | 3.1 | i | -3.8 | -4.0 | 9.6 | 3.4 | 10.8 | -1.6 | 4.7
COc1cccc(C(=O)Nc2nnc(SCC(=O)NC3CCCC3)s2)c1 | 2.0 | 11.0 | -0.4 | -0.7 | 1.6 | -1.4 | -9.2 | 17.0 | -1.1 | 6.3
O/N=C/c1cccn1-c1ccc(O)cc1 | x | 6.1 | -1.4 | 1.4 | -0.6 | x | -1.7 | 13.6 | 0.0 | 3.4
CCOc1ccc(OCCSc2nnnn2C2CCCCC2)cc1 | x | -0.5 | i | 6.6 | -4.4 | -20.7 | 1.0 | 24.3 | 3.0 | 45.6
C(=N/Nc1cc(N2CCOCC2)nc(N2CCOCC2)n1)/c1ccccc1 | 1.2 | -0.6 | 1.4 | 4.2 | -2.2 | x | -7.7 | 8.1 | 0.3 | -5.5
NNc1ccc(S(=O)(=O)N2CCCCC2)cn1 | -5.9 | -8.9 | i | 0.8 | -5.5 | 4.4 | 4.5 | 23.1 | 0.7 | 7.6
COc1ccc2nc(NC(=O)c3ccc(F)cc3)sc2c1 | 1.6 | 16.8 | -1.0 | -4.1 | 10.3 | -25.5 | -4.3 | 4.1 | -0.3 | 12.1

Reformatted in markdown: five of the compounds above
| SMILES | TcdB inh | MazF activator | BH1578 lux ind | SARS 3CLpro inh | Anthrax LF prot | SSB-PriA inh | Rv3671c protease | DUSP3 inh | PfHsp40 yeast | Yp Topo-I inh |
| --- | --- | --- | --- | --- | --- | --- | --- | --- | --- | --- |
| CCN(Cc1cn2cccnc2n1)C1CCCCC1 | -0.2 | -1.9 | -0.4 | 1.5 | -1.6 | 13.2 | -2.3 | 6.7 | -0.6 | 0.2 |
| CCCn1c(N)c(C(=O)CSc2n[nH]c(-c3ccc(C)cc3)n2)c(=O)[nH]c1=O | 0.5 | 16.6 | i | x | 0.4 | -6.2 | -35.3 | x | -1.3 | 7.3 |
| COc1ccc(-n2c(SCC(=O)NCc3cccs3)nc3[nH]ncc3c2=O)cc1 | 0.9 | 3.1 | i | -3.8 | -4.0 | 9.6 | 3.4 | 10.8 | -1.6 | 4.7 |
| COc1cccc(C(=O)Nc2nnc(SCC(=O)NC3CCCC3)s2)c1 | 2.0 | 11.0 | -0.4 | -0.7 | 1.6 | -1.4 | -9.2 | 17.0 | -1.1 | 6.3 |
| O/N=C/c1cccn1-c1ccc(O)cc1 | x | 6.1 | -1.4 | 1.4 | -0.6 | x | -1.7 | 13.6 | 0.0 | 3.4 |

Other results.
SMILES | TcdB inh | MazF activator | BH1578 lux ind | SARS 3CLpro inh | Anthrax LF prot | SSB-PriA inh | Rv3671c protease | DUSP3 inh | PfHsp40 yeast | Yp Topo-I inh
CC(=O)Nc1ccc2cnn(C(C)=O)c2c1 | 2.2 | 4.0 | i | x | 4.2 | x | x | x | x | -0.3
COCCN(C(=S)Nc1ccccc1OC)C(C)c1cccs1 (stereo unspecified) | 0.0 | 1.2 | 3.8 | 0.9 | 0.7 | -11.5 | -8.5 | 12.6 | -1.1 | 13.2
O=C(COC(=O)Cc1ccc(Br)cc1)NCc1ccc2c(c1)OCO2 | 0.2 | 2.8 | -0.4 | x | 0.9 | -6.0 | x | x | -0.4 | 26.2
COc1ccc(-c2nc(CN3CCCC(C(=O)NC4CCCC4)C3)c(C)o2)cc1 (stereo unspecified) | x | 1.7 | -0.3 | -1.8 | -8.5 | -14.6 | 4.7 | 23.2 | -0.9 | 1.1
Cc1ccc(NC(=O)CCSc2nnc(C)s2)cc1 | x | 6.1 | -0.7 | -0.3 | 4.3 | -3.7 | -5.8 | -13.2 | -0.5 | -7.1
Cc1ccc(S(=O)(=O)N2CCCCC2)cc1NC(=O)COC(=O)c1cc[n+]([O-])cc1 | 0.8 | 5.6 | -0.2 | -8.8 | 2.2 | -2.0 | -20.2 | 1.5 | -1.1 | -0.4
O=C(NNC(=O)c1ccccc1-n1cccc1)c1ccc(F)cc1 | -0.1 | -0.8 | i | 8.1 | -0.1 | -7.7 | 0.8 | -5.8 | -1.5 | 4.4
OC(COc1ccc(OCc2ccccc2)cc1)CN1CCCCC1 (stereo unspecified) | x | 15.6 | i | -0.4 | 1.2 | 14.3 | 12.3 | -5.8 | 0.6 | 14.3
COC(=O)C(NC(=O)c1ccccc1C)(Nc1ncc(S(=O)(=O)c2ccc([N+](=O)[O-])cc2)s1)C(F)(F)F (stereo unspecified) | x | 8.0 | 6.7 | -2.0 | -3.9 | 17.5 | -3.7 | 0.1 | 0.2 | 20.4

The list is partial, so the mix of outcomes need not match the whole.
